Rab9 promoter act – activators of Rab9 promoter | Huh7 Rab9 promoter-luciferase reporter, luminescence, 24 h | Potency, µM (top dose mostly 9.22 µM), for inactives: at the top dose activation, negative = inhibition, actives largely listed as activators | 320,000 tested, 2.8% active; further: potency means the concentration at half of the fitted maximal effect; % of control where 0% means no effect; nearly all actives have a fitted effect of over 60% in size
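Stable Rab9-luc Huh7, 1500 cells/well, 2 h settle; cmpd in DMSO, 24 h, 37 °C/5% CO2; luciferase reagent 10 min RT; luminescence.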
MBNL1 CUG block – inhibitors of human MBNL1 binding to CUG repeat RNA; TR-FRET MBNL1-His/biotin-(CUG)12 binding, 665/545 ratio; Potency, µM (top dose mostly 57.5 µM), without a hit: top-dose activity change, negative = inhibition, most hits filed as inhibitors; 280,000 tested, 0.036% active; active means well fitted inhibition curve with a large enough effect in the signal ratio, with a control signal flat, not every such curve was filed as active; inconclusive means small, poorly fitted or top-dose-only effect, or effect the other way, or a change in a side signal; inactive means no such curve, though single readings can be large or run the other way; the % refers to the signal ratio; further: potency means the concentration at half of the fitted maximal effect; on the % scale 0 is the no-effect control and ±100 the full control effect
Target sequence (Q9NR56 whole entry, looked up): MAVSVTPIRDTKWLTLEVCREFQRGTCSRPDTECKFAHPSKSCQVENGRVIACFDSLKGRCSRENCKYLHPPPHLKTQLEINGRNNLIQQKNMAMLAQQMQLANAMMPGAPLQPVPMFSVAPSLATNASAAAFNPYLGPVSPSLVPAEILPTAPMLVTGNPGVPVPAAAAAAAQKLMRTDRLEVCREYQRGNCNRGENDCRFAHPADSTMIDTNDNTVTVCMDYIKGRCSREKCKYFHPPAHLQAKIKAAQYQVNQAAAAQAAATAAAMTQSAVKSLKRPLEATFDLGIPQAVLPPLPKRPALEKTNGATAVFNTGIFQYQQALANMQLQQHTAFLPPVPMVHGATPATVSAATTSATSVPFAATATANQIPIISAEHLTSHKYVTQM
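Ratiometric TR-FRET (665 over 545 nm, excitation 340 nm) tracks disruption of MBNL1-His/biotin-(CUG)12 complex after 60 min at room temperature, with compounds at 92 nM to 58 uM final.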
KCNH2 3.1 block – blocks the human KCNH2 3.1 channel isoform. U2OS KCNH2 3.1, thallium flux FluxOr; hits give low values. activity change, % (tested at about 1.8 µM). 340,000 tested, 0.95% active. AID 720553;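 active means maximum activity change below -70%; inconclusive means maximum activity change from -70% to -50%; inactive means maximum activity change above -50%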;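 further: thallium influx rate constant from kinetic fluorescence after stimulation buffer; on the % scale 0 is the no-effect control and ±100 the full control effect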
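Thallium flux via FluxOr fluorescence (Red40 quencher, 45 min loading) in U2OS cells virally expressing the KCNH2 3.1 isoform (1.77 x 10^8 /mL virus, overnight at 37 C). Rate constants from 2-min kinetic reads post-stimulation, normalised to positive and negative controls.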
Mito fusion yeast – mitochondrial division inhibition or fusion activation. 320,000 tested, 0.23% active. S. cerevisiae fusion-defective mutant growth rescue, CellTiterGlo 48 h. Potency, µM (doses to about 46.1 µM), for inactives: top-dose growth rescue (activation), hits mostly activators. AID 485298;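 further: potency means the concentration at half of the fitted maximal effect; % of control where 0% means no effect; nearly all actives have a fitted effect of over 45% in size; temperature-sensitive fusion mutants such as fzo1-1 at 37 °C on non-fermentable ethanol glycerol medium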
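Read-out: ATP-based luminescence (CellTiterGlo, 10 min ambient) reporting growth of fusion-defective ts yeast after 48 hours at 37C on glycerol/ethanol YPEG medium in the presence of compound.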
RORg inh – inhibitors of mouse ROR gamma transcriptional activity; P51450; Drosophila S2 Gal4-RORgamma UAS-luciferase reporter, 20 h; Potency, µM (highest dose often 53.6 µM), for inactives: at the top dose activity change, negative = inhibition, most hits filed as inhibitors; 310,000 tested, 5.4% active; AID 2551; further: potency means the concentration at half of the fitted maximal effect; on the % scale 0 is the no-effect control and ±100 the full control effect; nearly all actives have a fitted effect of over 60% in size
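Drosophila Schneider cells stably carrying a metallothionein-driven Gal4 DBD–ROR gamma fusion and a UAS-Photinus luciferase reporter were exposed to compound for 1 hr, then induced with copper sulfate (700 uM final) for 20 hr at ambient temperature before luminescence reading.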
NPC1 prom act – activates the NPC1 promoter; Huh7 NPC1 promoter luciferase reporter, 24 h; Potency, µM (highest dose often 9.22 µM), for inactives: at the top dose activation, hits mostly activators; 320,000 tested, 2.4% active; AID 485313;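 further: potency means the concentration at half of the fitted maximal effect; % of control where 0% means no effect; nearly all actives have a fitted effect of over 60% in size; reporter is driven by a mutant NPC1 promoter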
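Compounds in DMSO were transferred onto Huh7 NPC1-luciferase reporter cells pre-incubated 2 h; after 24 h at 37 °C, Amplite reagent was dispensed and luminescence recorded 10 min later.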
FLuc modulator – counter-screen for miR-21 project: firefly luciferase inhibitors or activators. purified FLuc, Km substrates, luminescence inhibition. Potency, µM (titrated, usually from 57.5 µM), for the others: at the highest dose activity change, negative = inhibition, most hits filed as inhibitors. 360,000 tested, 6.9% active;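 further: potency means the concentration at half of the fitted maximal effect; plate controls were vehicle for no effect and reference inhibitor for full effect; nearly all actives have a fitted effect of over 55% in size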
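Purified P. pyralis luciferase (10nM final) with 10uM D-luciferin and 10uM ATP (Km levels) in 50mM Tris acetate pH 7.5, 10mM Mg acetate, 0.01% Tween-20, 0.05% BSA; qHTS 6-point titration, ~60 µM downward; luminescence read.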
Menin MLL FP TR – inhibitors of human menin-MLL interaction, mutant MLL peptide | O00255 | Menin + Texas Red MLL mutant peptide, fluorescence polarization | Potency, µM (doses to about 61.6 µM), for the others: at the top dose FP activity change, negative = inhibition, hits mostly inhibitors | 270,000 tested, 0.23% active; active means well fitted inhibition curve with a large enough effect in the polarisation, with a control signal flat, not every such curve was filed as active; inconclusive means small, poorly fitted or top-dose-only effect, or effect the other way, or a change in a side signal; inactive means no such curve, though single readings can be large or run the other way; the % refers to the polarisation; further: potency means the concentration at half of the fitted maximal effect; % of control where 0% means no effect; many of its hits are not listed in these tables
Target sequence (O00255 whole entry, looked up): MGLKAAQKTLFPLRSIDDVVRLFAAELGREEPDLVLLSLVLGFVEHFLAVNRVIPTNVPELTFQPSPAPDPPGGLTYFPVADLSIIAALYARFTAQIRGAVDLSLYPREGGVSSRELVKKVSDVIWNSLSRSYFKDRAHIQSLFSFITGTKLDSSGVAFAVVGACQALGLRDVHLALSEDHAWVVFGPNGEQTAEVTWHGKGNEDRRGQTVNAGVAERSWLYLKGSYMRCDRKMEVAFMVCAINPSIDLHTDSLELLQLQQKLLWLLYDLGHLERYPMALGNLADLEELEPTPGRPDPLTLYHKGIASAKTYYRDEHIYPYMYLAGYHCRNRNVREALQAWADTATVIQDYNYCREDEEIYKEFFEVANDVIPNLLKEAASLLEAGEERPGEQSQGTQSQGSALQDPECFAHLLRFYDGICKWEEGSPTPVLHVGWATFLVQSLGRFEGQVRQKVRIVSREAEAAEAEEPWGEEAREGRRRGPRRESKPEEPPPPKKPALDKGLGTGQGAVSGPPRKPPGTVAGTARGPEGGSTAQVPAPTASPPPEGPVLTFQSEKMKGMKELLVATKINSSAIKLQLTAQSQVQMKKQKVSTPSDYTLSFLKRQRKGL
Gal4-VP16 FLuc – inhibits Gal4-VP16 luciferase reporter, ROR gamma counter-screen. Drosophila S2 Gal4-VP16 UAS-luciferase, luminescence, 20 h. Potency, µM (doses to about 53.6 µM), for inactives: at the highest dose activity, negative = inhibition, hits mostly inhibitors. 310,000 tested, 3.5% active;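 further: Gal4-VP16 expression switched on by copper sulfate through the metallothionein promoter; potency means the concentration at half of the fitted maximal effect; on the % scale 0 is the no-effect control and ±100 the full control effect; nearly all actives have a fitted effect of over 50% in size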
PKM2 act – PKM2 (human) enzyme activation | 260,000 tested, 0.34% active | Potency, µM (highest dose often 57.5 µM), for inactives: top-dose activation, usual class: activators | purified PKM2, Kinase-Glo ATP luminescence, activation; response scale: 0% is enzyme alone, no compound | AID 1631; further: potency means the concentration at half of the fitted maximal effect; on the % scale 0 is the no-effect control and ±100 the full control effect; nearly all actives have a fitted effect of over 55% in size
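Purified hPK-M2 (>95% pure) converted ADP (0.1 mM final) to ATP with 0.5 mM PEP in 50 mM imidazole pH7.2, KCl, MgCl2, Tween 20, BSA; 1 h at room temperature. ATP detected by Kinase-Glo luminescence.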
ELG1 repair inh – blocks ELG1-dependent DNA repair in HEK293T cells. HEK293T ELG1-luciferase reporter, luminescence, 16 h; DNA damage induced by 5-fluorouridine. Potency, µM (titrated, usually from 46.1 µM), without a hit: at the top dose activity change, negative = inhibition, hits mostly inhibitors. 330,000 tested, 2.3% active. AID 504467; further: potency means the concentration at half of the fitted maximal effect; on the % scale 0 is the no-effect control and ±100 the full control effect; nearly all actives have a fitted effect of over 55% in size
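5-Fluorouridine DNA damage + compound/DMSO, 2,000 cells/well, 16 h, 37 °C/5% CO2. ONE-Glo, 30 min RT, luminescence. Readout = decrease in reporter signal.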
Starred values were filed as active, the others as inactive; u = inconclusive; x = not tested or not shown; & = joins results of further samples; [ ] = remark or other dose. Unless noted, the call rests on the fitted dose curve; in most records, active means well fitted curve in the direction sought with a large enough effect; inconclusive means small, poorly fitted or top-dose-only effect, or another doubt; inactive means no such curve, though single readings can be large; an effect the other way counts as inactive or inconclusive.

SMILES	Rab9 promoter act	MBNL1 CUG block	KCNH2 3.1 block	Mito fusion yeast	RORg inh	NPC1 prom act	FLuc modulator	Menin MLL FP TR	Gal4-VP16 FLuc	PKM2 act	ELG1 repair inh
Cc1ccnc(NC(=O)CCC(=O)N(CC(=O)NCc2ccccc2)Cc2ccccc2)c1	-1%	-4%	1	2%	7%	-3%	0%	3%	1%	-1%	-11%
CSc1ccccc1NC(=O)c1ccc(N2CC3CC(C2)c2cccc(=O)n2C3)c(NC(=O)c2cccnc2)c1 (stereo unspecified)	2%	-5%	-3	-7%	4%	2%	5%	-17%	-8%	x	-2%
COc1c(Cl)cc(Cl)cc1/C=N/n1cnnc1	0%	u	-3	10%	-16%	-3%	-2%	9%	u	-9%	5%
CCc1c(C)nc2ncnn2c1N1CCN(S(=O)(=O)c2ccc(OC)cc2)CC1	7%	u	-8	5%	6%	-5%	4%	5%	-5%	9%	-16%
C/C(=N\Nc1ccc(Cl)c(C(=O)O)c1)c1ccccn1	9%	-5%	16	1%	u	16%	-18%	x	22%	6%	u
NC(=O)c1ccc(Oc2ccc3ccc(=O)oc3c2)c([N+](=O)[O-])c1	12%	u	-16	8%	14%	-2%	3%	9%	-22%	-1%	6%
COc1cccc(O)c1CN1CCC(Oc2ccc(C(=O)NCc3ccccn3)cc2)CC1	1%	-2%	5	-11%	-22%	-4%	1%	-19%	-11%	x	-13%
CC1CCCC(NC(=O)CN2CCN(S(=O)(=O)c3ccc(Br)s3)CC2)C1C (stereo unspecified)	-12%	x	-3	15%	x	0%	-7%	x	x	x	-13%
CC(C(=O)Nc1ccc(C#N)cc1)N(C)Cc1cccs1 (stereo unspecified)	2%	1%	-10	15%	42%	-5%	0%	-3%	13%	x	-4%
CCOC(=O)c1ccc2[nH]c3c(c2c1)CCCCC3=O	28%	56%[activator]	-167*	-10%	u	30%	-2%	1%	-14%	4%	-15%
O=C(CNCc1cccs1)NC12CC3CC(CC(C3)C1)C2	-1%	5%	-11	8%	2%	18%	3%	-13%	0%	-1%	u
COc1ccccc1NC(=O)N1CCCC1C(=O)NCC1CCCO1 (stereo unspecified)	-1%	-4%	12	3%	-1%	-2%	1%	3%	-10%	5%	-3%
CC(SCc1ccccc1)C(=O)Nc1ccc2c(c1)OCO2 (stereo unspecified)	u	-5%	-8	4%	36%	18%	u	6%	13%	-2%	u
Cc1nc(SCC(=O)c2ccccc2)c([N+](=O)[O-])[nH]1	-8%	u	10	0%	-34%	2%	-13%	16%	4%	-6%	-1%
C=CCc1cccc(/C=N/n2c(C)nnc2C)c1O	3%	4%	8	-3%	-31%	4%	2%	-4%	-2%	-1%	15%
Cc1cccc(OCC(=O)NCCCNC(=O)c2cnccn2)c1	4%	-5%	4	2%	22%	-2%	0%	-14%	-7%	x	15%
COc1cc(/C=C(\C#N)c2nc3c(s2)CC(C)CC3)ccc1O (stereo unspecified)	u	14%	x	23%	1.4µM*	28%	0.67µM*	u	4.5µM*	7%	u
CC1=NNC(=O)C1CCC(=O)N/N=C(/C)c1ccc([N+](=O)[O-])cc1 (stereo unspecified)	-2%	x	-9	1%	-6%	0%	-1%	-10%	-2%	-13%	11%
CCOC(=O)CN(C#N)c1nc(C)cc(C)n1	-1%	3%	17	-3%	-25%	1%	3%	5%	-8%[0.365 µM]	-10%	9%
O=C1CCC(C(=O)N(Cc2cccs2)C2(C(=O)NC3CCCCC3)CCCCC2)N1 (stereo unspecified)	-3%	2%	8	7%	1%	-6%	-1%	-5%	7%	x	-10%
Cc1ccn2c(=O)nc(SCC(=O)N3CCC(Cc4ccccc4)CC3)nc2c1	0%	x	20	4%	x	1%	2%	x	x	x	-11%
CC1(C)Cc2cccc(OCC(=O)OCC(=O)Nc3ccccc3)c2O1	-1%	x	-10	-1%	x	3%	3%	x	x	x	u
COc1ccc(CCNC(=O)CSc2nc(-c3ccc(OC)c(OC)c3)ccc2C#N)cc1	-8%	42%[activator]	-32	2%	23%	0%	0%	u	1%	-1%	u
Cc1cc(C(=O)CSc2cccc[n+]2[O-])c(C)n1-c1ccc(Br)cc1	24%	-5%	x	13%	u	26%	15µM*	-5%	16%	-2%	u
CCn1c(SCC(=O)c2cc(C)n(-c3ccc(C(=O)OC)cc3)c2C)nnc1-c1cccnc1	-4%	6%	8	2%	19%	-1%	15µM*	u	3%	0%	u
Cc1ccc(C)c(NC(=S)NNC(=O)c2csc3c2CCCC3)c1	3%	3%	6	-6%	u	1%	-3%	x	-26%	0%	-10%
CCOCC(=O)Nc1ccc([N+](=O)[O-])cc1Cl	15%	u	6	-3%	4%	1%	1%	2%	16%	16%	16%
Cn1c(/C=C/c2ccccc2[N+](=O)[O-])nc2ccccc2c1=O	u	21%	6	2%	32%	u	u	15%	1%	4%[11.5 µM]	17%
CCOc1ccc(Br)cc1S(=O)(=O)N1CC(C)OC(C)C1 (stereo unspecified)	1%	-2%	-7	5%	-2%	u	-1%	0%	2%	1%	1%
O=C(COC(=O)c1ccc(CSc2ccc(Cl)cc2)cc1)Nc1ccccc1	-3%	-10%	17	4%	17%	-2%	5%	u	-27%	-22%	16%
CC1CCCN(CCCNC(=O)c2ccc(N3CCCC3=O)cc2)C1 (stereo unspecified)	1%	-7%	7	-8%	-1%	2%	1%	x	-7%	x	u
COC(=O)CCCNS(=O)(=O)c1ccc2ccccc2c1	-9%	u	-3	-1%	-3%	1%	1%	-11%	1%	13%	-2%
C[C@@H]1NC(=O)c2cc([N+](=O)[O-])cc(I)c2NCCCC[C@@H](C(N)=O)NC(=O)[C@H](CCC(=O)O)NC1=O	4%	u	3	1%	1%	-4%	-19%	-11%	-4%	1%	12%
COc1ccc(Cc2nc3ccc(C(=O)NCC4CCOCC4)cc3o2)cc1OC	25%	12%	2	3%	42%	10%	u	x	29%	0%	20%
C=CCN(CC=C)C(=O)c1ccc(OC2CCN(S(=O)(=O)N(C)C)CC2)cc1	-3%	5%	8	x	16%	1%	u	u	-6%	-1%	u
O=C(CC1SC(N2CCCCC2)=NC1=O)Nc1ccc(C(=O)Nc2ccccc2)cc1 (stereo unspecified)	0%	x	-8	-6%	x	2%	u	x	x	x	u
O=C(NCCCNC(=O)c1ccccn1)c1ccc(Cl)cc1	-1%	-2%	3	7%	1%	-5%	3%	10%	-20%	x	12%
O=C1CCCCN1CCC(=O)N1CCCC(N2CCN(c3cccc(Cl)c3)CC2)C1 (stereo unspecified)	28%	2%	-5	-1%	25%	27%	u	x	2%	-1%	u
COc1ccccc1-n1c(SC)nc2c(sc(=S)n2-c2ccccc2)c1=O	-5%	-4%	1	1%	-17%	-2%	-1%	-22%	-6%	x	-16%
CC(=O)Nc1ccc(N2C(=O)CSC2c2cccc([N+](=O)[O-])c2)cc1 (stereo unspecified)	3%	u	5	-5%	-8%	-3%	-2%	11%	1%	x	9%
N#Cc1ccc(NC(=O)CN2CCN(c3ccccn3)CC2)cc1	-4%	1%	-76*	-4%	2%	-2%	0%	0%	-1%	x	-18%
CCCCN(CC)CCNC(=O)C1CCCN(S(=O)(=O)c2cccc3nsnc23)C1 (stereo unspecified)	-2%	u	5	-11%	-13%	-4%	0%&2%	-21%	12%	0%	7%
COc1ccccc1N(CC(=O)N/N=C(\C)c1ccccc1O)S(=O)(=O)c1ccc(C)cc1	0%	1%	-16	5%	0.56µM*	-5%	4%	12%	0.71µM*	0%[11.5 µM]	u
CCOc1ccccc1C(=O)Nc1ccc(C(=O)c2ccccc2)cc1	u	-9%	-20	0%	u	2%	u	20%	-3%	3%	18%
CC(=O)N1c2ccc(S(=O)(=O)N3CCC(C(=O)N4CCCC(C)C4)CC3)cc2CC1C (stereo unspecified)	-17%	11%	0	-2%	2%	-10%	1%	-11%	-28%	x	-25%
COc1cc(C(c2nnnn2C2CCCC2)N2CCc3ccccc3C2)ccc1O (stereo unspecified)	9%	-7%	-4	2%	-25%	-2%	-18%	-2%	5%	25%	0%
Cc1cc(N2C(=O)c3ccccc3C2=O)n(C)n1	-2%	11%	0	3%	1%	-1%	0%	x	8%	9%	u

From PubChem

Not all compounds are listed; the hit share may differ from the screen's.
